HKDC1 inhibitor: HKDC1 (human) hexokinase inhibition; Q2TB90; recombinant HKDC1, G6PDH/diaphorase resazurin coupled fluorescence; inhibition, % at 20 µM; 340,000 compounds, 0.16% hits; AID 493160;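 active = inhibition above about 35% when tested at 20 µM, limit read from the data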;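 also: plate controls were DMSO wells with enzyme for no effect and DMSO wells lacking enzyme for full effect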
Target sequence (Q2TB90 whole entry, looked up): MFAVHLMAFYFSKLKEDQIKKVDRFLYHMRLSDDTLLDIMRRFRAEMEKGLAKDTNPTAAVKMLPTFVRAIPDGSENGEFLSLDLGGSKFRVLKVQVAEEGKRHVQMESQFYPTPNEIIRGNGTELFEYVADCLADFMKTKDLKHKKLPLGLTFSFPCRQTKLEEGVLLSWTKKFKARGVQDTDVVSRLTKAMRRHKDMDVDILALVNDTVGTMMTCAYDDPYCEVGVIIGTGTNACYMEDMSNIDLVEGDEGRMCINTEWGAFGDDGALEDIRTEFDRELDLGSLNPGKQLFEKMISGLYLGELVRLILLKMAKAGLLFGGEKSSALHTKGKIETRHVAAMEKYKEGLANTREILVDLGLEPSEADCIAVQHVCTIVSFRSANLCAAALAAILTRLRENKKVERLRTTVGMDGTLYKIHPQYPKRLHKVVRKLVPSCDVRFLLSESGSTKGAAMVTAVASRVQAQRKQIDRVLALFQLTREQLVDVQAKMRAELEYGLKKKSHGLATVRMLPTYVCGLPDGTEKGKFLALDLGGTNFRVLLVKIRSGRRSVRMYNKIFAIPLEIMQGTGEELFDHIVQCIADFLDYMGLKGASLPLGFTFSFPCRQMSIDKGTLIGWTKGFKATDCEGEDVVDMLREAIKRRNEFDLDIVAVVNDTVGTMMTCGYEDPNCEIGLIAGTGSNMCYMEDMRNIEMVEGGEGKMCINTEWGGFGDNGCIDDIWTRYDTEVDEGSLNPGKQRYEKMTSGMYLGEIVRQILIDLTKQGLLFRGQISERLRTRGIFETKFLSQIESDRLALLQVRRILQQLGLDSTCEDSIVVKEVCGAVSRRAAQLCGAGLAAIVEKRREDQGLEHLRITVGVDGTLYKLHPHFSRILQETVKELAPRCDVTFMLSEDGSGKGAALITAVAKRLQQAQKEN
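Test system: HK5 enzyme. Quantity: 5 µg/mL HK5 final. Reagent: glucose and ATP substrates. Schedule: 90 min reaction incubation at room temperature, dark. Technique: resazurin-to-resorufin fluorescence via G6PDH and diaphorase coupling, 525/613 nm. Control set: DMSO wells with and without enzyme mix.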
beta cell repl: MIN6 beta-cell proliferation induction. MIN6 cells proliferation, ATPlite luminescence, 48 h; cells starved in 0.2% serum; 100% = growth in 10% serum. proliferation, % at 10 µM. 330,000 compounds, 0.29% hits;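 active = compounds whose signal lies at least 3.5 SD above the mean of all wells on their plate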;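 also: 0% = DMSO-treated cells in low-serum medium and 100% = 10% serum control; some compounds called inactive have numbers as strong as hits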
UBC13 inh: blocks human UBC13 polyubiquitin chain formation. TR-FRET. inhibition, % at 20 µM. 330,000 compounds, 0.47% hits. AID 485273; in the data active = inhibition above about 45%, passing the limit was not always enough
SENP6 block: inhibitors of human SENP6 protease; Q9GZR1; AID 2599; inhibition, % at 10 µM; 330,000 compounds, 1.8% hits; Recombinant SENP6 catalytic domain, aminoluciferin luminescence;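 active = inhibition above about 50% at the single tested dose, limit read from the data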;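 also: plate controls were DMSO wells with enzyme for no effect and DMSO wells lacking enzyme for full effect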
SENP1 FRET inh: blocks the human SENP1 SUMO protease catalytic domain | 360,000 compounds, 0.21% hits | AID 624204 | recombinant SENP1 catalytic domain, CyPet-SUMO1-YPet FRET cleavage | Q9P0U3 | inhibition, % at 10 µM;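 active = inhibition at least 30% at 10 µM, raw YFP signal under a set limit, fluorescence ratio 0.5 to 1.5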;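 also: 0% = enzyme with DMSO and 100% = no enzyme wells; some results filed as inactive read as strong as hits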
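Controls: no-enzyme wells low, DMSO-plus-enzyme wells high control. Test system: human recombinant His6-tagged SENP1 catalytic domain enzyme. Reagent: SFCypet-SUMO1-SFYpet FRET protein substrate, 25 nM final. Doses: one dose per compound, 10 µM, 0.5% DMSO. Detection: FRET, CFP and YFP emission. Timing: 50 min reaction at room temperature.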
PfGluPho inh: PfG6PD (Plasmodium falciparum) enzyme inhibition | 350,000 compounds, 0.78% hits | inhibition, % at 20 µM | PfGluPho enzyme, NADPH resazurin-diaphorase fluorescence;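 active = inhibition reaching at least a set limit at 20 µM in the primary screen, cut at about 59% in these data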;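 also: 0% = DMSO wells with substrate and 100% = DMSO wells lacking glucose-6-phosphate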
SENP7 inh: blocks the human protease SENP7; Q9BQF6; 330,000 compounds, 1.5% hits; AID 434973; inhibition, % at 5 µM; recombinant SENP7, Z-RLRGG-aminoluciferin luminescence, 40 min;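 active = inhibition above about 50% at the single test dose, limit read from the data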;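 also: plate controls were DMSO with enzyme for no effect and no enzyme buffer wells for full effect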
SENP8 block-1: SENP8 (human) protease inhibition; recombinant SENP8, Nedd8 substrate fluorescence; inhibition, % at 20 µM; 360,000 compounds, 0.64% hits; AID 602440; in the data active = inhibition mostly above about 40%, no sharp cut-off; inactive = mostly below about 27%
Target sequence (Q96LD8 whole entry, looked up): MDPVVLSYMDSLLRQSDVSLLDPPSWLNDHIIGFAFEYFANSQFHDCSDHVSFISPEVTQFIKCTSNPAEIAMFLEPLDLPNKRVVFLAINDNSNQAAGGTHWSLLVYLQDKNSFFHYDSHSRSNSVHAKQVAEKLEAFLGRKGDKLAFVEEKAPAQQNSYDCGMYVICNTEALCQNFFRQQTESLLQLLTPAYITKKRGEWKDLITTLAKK
SENP8 block-2: inhibitors of human SENP8 protease; 330,000 compounds, 1.2% hits; inhibition, % at 10 µM; AID 2540; Q96LD8; purified SENP8, Z-RLRGG-aminoluciferin cleavage, luminescence; in the data active = inhibition above about 50%
* marks the source's active call; other numbers are inactive results; i = inactive.

SMILES	HKDC1 inhibitor	beta cell repl	UBC13 inh	SENP6 block	SENP1 FRET inh	PfGluPho inh	SENP7 inh	SENP8 block-1	SENP8 block-2
CC(C)C(NC(=O)c1ccco1)C(=O)NCC(c1ccco1)N1CCCCC1 (stereo not drawn)	-10	0	-6	-3	-9	-12	-2	-37	-8
O=C(Nc1ccc(F)cc1)Nc1nnc(Cc2ccccc2F)s1	-5	-3	8	4	1	14	-10	16	13
Cc1nnc(N/N=C/C(C)c2ccccc2)[nH]c1=O (stereo not drawn)	-1	1	7	9	0	-9	-4	3	-6
O=C1CCCC(O)=C1N=Nc1c(Cl)cc(Cl)cc1Cl	15	0	-23	-5	1	3	-2	36	-5
O=C1CCC(C(=O)Nc2cccc3ccccc23)N1 (stereo not drawn)	-3	1	6	-19	1	0	-1	23	3
Cc1ccc(C(=O)N2CC3(C(C)C)CN(C(=O)c4ccc(C)cc4)CC(C(C)C)(C2)C3=O)cc1	-2	0	7	-14	5	8	0	27	1
N/C(COc1ccc(F)cc1)=N\NC(=O)c1cccnc1Oc1ccccc1	-1	-1	0	14	-1	-15	1	27	0
C=CCn1c(SCC(=O)Nc2c(C)n(C)n(-c3ccccc3)c2=O)nnc1-c1cccnc1	-3	0	16	-2	0	-9	3	16	3
COC(=O)c1[nH]c2cc(OC)ccc2c1NC(=O)CN1CCN(c2cccc(C)c2)C(C)C1 (stereo not drawn)	2	-3	1	-4	1	37	2	-162	-1
Cn1c(=O)[nH]c(=O)c2c1nc(N1CCCCCC1)n2CCOc1ccccc1	-4	6	-4	-1	2	-5	-1	13	-6
COC(=O)C1=C(C)NC(=O)NC1c1ccc(-c2ccc(Cl)cc2)o1 (stereo not drawn)	-6	-4	0	4	-36	-5	1	-83	4
Cn1c2ccccc2c(=O)c2c(=O)n(Cc3ccco3)c(COc3ccccc3)nc21	28	0	1	-2	-20	34	3	-3	0

Entries of single compounds, looked up by structure:
Shown for O=C(Nc1ccc(F)cc1)Nc1nnc(Cc2ccccc2F)s1 → HKDC1 inhibitor: -5; beta cell repl: -3; UBC13 inh: 8; SENP6 block: 4; SENP1 FRET inh: 1; PfGluPho inh: 14; SENP7 inh: -10; SENP8 block-1: 16; SENP8 block-2: 13
Shown for O=C1CCCC(O)=C1N=Nc1c(Cl)cc(Cl)cc1Cl → HKDC1 inhibitor: 15; beta cell repl: 0; UBC13 inh: -23; SENP6 block: -5; SENP1 FRET inh: 1; PfGluPho inh: 3; SENP7 inh: -2; SENP8 block-1: 36; SENP8 block-2: -5

(cont.)
SMILES	HKDC1 inhibitor	beta cell repl	UBC13 inh	SENP6 block	SENP1 FRET inh	PfGluPho inh	SENP7 inh	SENP8 block-1	SENP8 block-2
COc1ccc(C2=Nc3ccccc3OC2)cc1	9	-5	7	71*	0	-4	56*	i	35
CC1Sc2ccc(S(=O)(=O)N3CCC(C(=O)Nc4ccc(Cl)cc4)CC3)cc2NC1=O (stereo not drawn)	7	-8	-3	9	9	19	-5	3	-4
O=C(NN1C(=O)NC2(CCCCC2)C1=O)c1ccc(Cl)c(Cl)c1	5	-7	-18	-11	-1	-12	-5	17	-13
CCCCNS(=O)(=O)c1ccc(NC(=O)c2c(-c3ccccc3Cl)noc2C)cc1	12	-1	-8	-4	1	16	-6	12	-7
CCOC(=O)c1c(-c2ccccc2Cl)cn2ccccc12	-9	-3	6	14	-1	9	3	-299	4
CCCCNCc1cc(Cl)c(OCCC)c(OCC)c1	-5	-4	13	-9	-1	-9	3	-3	1
CCN(CC)c1ccc(NC(=O)CCCCCN2C(=O)c3ccccc3C2=O)cc1	4	-4	9	-1	-2	29	6	2	0
O=C(O)C[C@@H](O)C(=O)O	0	1	5	-1	1	-8	-5	14	3
Cn1c(SCC(=O)N2CCCc3ccccc32)nnc1-c1c[nH]c2ccccc12	-4	2	-1	7	1	2	-4	29	-1
CCSCC1COC(c2cccn2Cc2ccc(C)cc2)=N1 (stereo not drawn)	4	-2	12	-9	0	-16	-1	28	3
O=C(COC(=O)c1ccc(S(=O)(=O)N2CCCC2)cc1)NCc1ccc(F)cc1	-5	-2	5	17	3	-25	13	37	3
CCOC(=O)Cc1csc(NC(=O)c2ccc(F)cc2)n1	0	-1	3	0	0	8	-4	5	-9
CC(C)c1ccc(/C=N/NC(=O)CCNC(=O)c2ccccc2)cc1	-4	-3	7	9	2	14	-9	15	-2
O=C(Nc1cccc(F)c1)NC1(C(=O)N2CCOCC2)CCCCC1	-2	-2	13	-17	0	-5	-4	6	-2
CC1(C(=O)NCCc2c[nH]c3ccccc23)C=CC2(CCCCC2)N1C(=O)c1ccccc1 (stereo not drawn)	1	1	6	-9	-2	13	6	5	-5
O=C(O)C1=C[C@@H](c2ccc(Br)cc2)C[C@@H](OCc2ccc(CO)cc2)O1	-2	-2	-17	-9	1	-17	-10	-2	-5
CCOC(=O)c1cc(S(=O)(=O)NCc2ccco2)cn1C	-5	1	3	1	1	-1	12	17	-8
O=C(CCn1cccc1)Nc1ccc(F)cc1	-2	-2	4	3	0	-2	1	9	-1
CN(Cc1cccc2ccccc12)C(=O)c1cc(COc2c(F)cccc2F)on1	10	-1	-23	-12	1	4	-10	16	-9
O=C(CSc1nc2ncc(Br)cc2[nH]1)Nc1ccc2c(c1)OCO2	6	1	-3	3	-2	-2	12	18	-8
CCCCC1C(=O)CC[C@H]2[C@@H]1CC(=O)[C@@H]2C/C=C\CCCC(=O)O (stereo partly drawn)	1	0	13	-28	0	-29	5	1	3
Cc1cccc(Cl)c1NC(=S)N1CCN(c2ccc([N+](=O)[O-])cn2)CC1	-1	-2	-4	1	-2	-1	6	18	6
CCOC(=O)CC(=O)Nc1nc2ccccc2s1	-2	-1	3	2	3	-1	1	14	-4
CC(C)C(=O)NCCSc1c[nH]c2ccccc12	-6	4	3	-10	2	10	-3	8	-11
Cc1ccc2occ(C3NC(C(=O)O)CS3)c(=O)c2c1 (stereo not drawn)	-11	-5	-21	-24	-2	21	-1	-1	-7
CC(CCCC(C)(C)O)NCc1cn[nH]c1-c1ccc2c(c1)OCO2 (stereo not drawn)	-5	4	1	-14	0	-16	0	14	14
O=C(NCCCO)C(=O)NCC1OCCCN1S(=O)(=O)c1cccs1 (stereo not drawn)	3	1	-1	-18	-1	3	-1	4	0
Cc1cc([N+](=O)[O-])nn1CC(=O)N1N=C(C(F)F)CC1(O)C(F)F (stereo not drawn)	-13	0	-5	-14	0	10	2	24	-6
COc1ccc(NC(=O)Cc2ccc(C)c(C)c2)cc1Cl	-2	0	-8	-25	1	8	32	11	-15
CC1(CC(=O)Nc2ccccc2)NC(=S)N(c2ccccc2)N1 (stereo not drawn)	-2	-4	-15	17	0	38	7	15	6
CC(C)CC(=O)C1CCCN(C(=O)c2ccc3oc(Cc4ccccc4)nc3c2)C1 (stereo not drawn)	-2	-3	-3	-16	1	1	-4	1	-2
O=C(NNC(=O)c1cc(-c2ccccc2Cl)nc2ccccc12)c1csc(N2CCOCC2)n1	4	-4	2	1	1	-29	5	-2	-3
COc1ccc(NC(=O)c2ccccc2-c2ccccc2)c(C)c1	-13	0	8	-8	2	3	-4	2	2
COC(=O)c1cccnc1-n1c(=O)c2cccnc2n(Cc2ccc(Cl)cc2)c1=O	12	1	2	0	0	-4	-7	13	-9
CN(CC(=O)Nc1cccc(F)c1)C(=O)c1ccc(-c2ccc(Cl)cc2)o1	-1	-4	4	-14	-8	16	-9	-43	-6
C/C(=N/NC(=O)c1cccc(Br)c1)C1CC2CCC1C2 (stereo not drawn)	5	-2	10	-5	2	-13	-5	-1	1
CCN1C(=O)CSc2ccc(C(=O)NCc3ccccc3)cc21	7	-2	6	-10	2	-3	-2	5	3
O=C(c1ccc(Cl)cc1)c1ccc(OCC(O)CN2CCOCC2)cc1 (stereo not drawn)	0	0	-1	0	-1	-10	-3	12	-6
C/C(Cl)=C\C[N+](C)(C)CC(=O)OCCc1ccccc1	-7	-2	0	5	2	-2	-1	22	1
Nc1ccc(C2(c3ccc(N)cc3)c3ccccc3C(=O)c3ccccc32)cc1	3	-4	0	-34	-2	-30	-3	32	-18
COc1ccc(C2CC(c3ccc(Cl)cc3Cl)Nc3nc(N)nn32)cc1 (stereo not drawn)	1	8	11	6	-2	15	-5	-8	-1
CN(Cc1ccccc1)C(=O)COC(=O)c1cc2ccccc2oc1=O	-3	1	2	-4	0	14	-3	-229	-1
Cc1ccc(CNC(=O)C2CC(c3ccccc3C(F)(F)F)=NO2)cc1 (stereo not drawn)	-1	-6	-2	-7	-1	12	-3	0	8
O=C(Cc1cccs1)Nc1ccc(S(=O)(=O)N2CCCCC2)cc1	-1	-2	-13	9	-9	15	2	6	-3
CC1CC(C)(C)NC(=S)N1CC(=O)NCc1ccc(Cl)cc1 (stereo not drawn)	-12	-2	-11	-22	1	0	-3	33	-5
CCN(CC)C(=S)NC(=O)c1cccnc1	-10	-2	10	-16	2	2	1	10	-6
COc1ccc(NC(=O)CSc2cn[nH]n2)c(OC)c1	-7	1	9	-14	1	-11	6	30	3
CCn1c(CSc2nc3ccccc3s2)nnc1SCC(N)=O	-5	-1	-3	-9	1	-7	-2	14	-15

Printed as active in SENP7 inh (from the list above):
SMILES	HKDC1 inhibitor	UBC13 inh	SENP6 block	SENP1 FRET inh	PfGluPho inh	SENP7 inh	SENP8 block-1
COc1ccc(C2=Nc3ccccc3OC2)cc1	9	7	71*	0	-4	56*	i

The list goes on:
SMILES	HKDC1 inhibitor	beta cell repl	UBC13 inh	SENP6 block	SENP1 FRET inh	PfGluPho inh	SENP7 inh	SENP8 block-1	SENP8 block-2
C=CCNc1nc(C(=O)OCC(=O)c2ccc(Cl)cc2)cs1	7	-6	-12	-13	-4	18	-9	2	-14
CCOC(=O)c1ccc(N2C(=O)C3CCOc4ccccc4C32)cc1 (stereo not drawn)	-4	1	-9	0	2	-10	-10	17	-8
CCOc1ccc(Nc2cc(C)nc3ccc(C)cc23)cc1	4	-3	6	-28	0	-6	-1	-7	0
Cc1ccc(Cn2c(SCC(C)C)nc3c2c(=O)[nH]c(=O)n3C)cc1	-8	-1	-15	-11	0	44	-6	25	4
Cc1c(C(=O)NCC(c2ccco2)N2CCCC2)sc2ccccc12 (stereo not drawn)	-5	-4	26	0	-5	12	-4	-1	-16
COc1ccccc1CNC(=O)CCC1N=C2c3ccccc3N=C(SCC(=O)NCC3CCCO3)N2C1=O (stereo not drawn)	-2	-2	-2	-3	-6	-3	9	-181	-8
Cc1cnc(NC(=O)c2cccc(S(=O)(=O)N3CCOCC3)c2)s1	-4	-4	-6	-7	0	9	2	-72	-1
CC(C)(C)NS(=O)(=O)c1ccc(NC(=O)c2cc(-c3ccccc3)nc3ccccc23)cc1	4	-5	-9	-8	-1	7	10	28	5
CNc1ccc(Oc2nc([N+](=O)[O-])nn2C)cc1	5	-1	-3	21	0	15	2	29	8
CCCCNS(=O)(=O)c1cc2c3c(c1)CCN3C(=O)CC2	-5	1	-4	5	2	-1	6	10	-6
CC(=O)Nc1ccc(OCCOc2ccc([N+](=O)[O-])cc2)cc1	-5	1	-3	31	2	-4	5	8	2
O=C(Nc1cccc(OCC(=O)N2CCOCC2)c1)c1cccc(Cl)c1	4	1	6	-2	2	4	7	1	0
COc1ccc(CCNC(=O)C(=O)NCc2ccccn2)cc1	-6	1	5	5	2	-5	2	12	3
CC(=O)c1ccc(NC(=O)/C=C/c2ccc(C)cc2)cc1	-6	2	-3	0	2	17	3	-61	1
